# Screens deposited in PubChem BioAssay by several laboratories.
# H69AR inhibit = blocks growth of human H69AR lung tumor cells; 85,000 compounds, 6% hits; H69AR lung tumor viability, ATP luminescence, 72 h; hits give low values; viability, % at 10 µM;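 active = viability at or below 40%; inactive = viability above 40%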;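 note: multidrug resistant small cell line overexpressing MRP-1 efflux transporter; 100% = mean luminescence of untreated control wells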
# HUVEC prolif 384 = inhibitors of human endothelial cell proliferation; HUVEC proliferation, CellTiter-Glo luminescence, 72 h; hits give low values; viability, % at 10 µM (by protocol); 86,000 compounds, 1.1% hits; AID 648;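 active = viability at or below 30%; inactive = viability above 30%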;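 note: 100% = median luminescence of DMSO-only cell control wells on each plate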
# Fibroblast inh = blocks proliferation of human lung fibroblasts; LL 47 human lung fibroblast viability, ATP luminescence; hits give low values; viability, % at 10 µM; 85,000 compounds, 1.1% hits; AID 719;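 active = viability at or below 50% in the single dose screen; inactive = viability above 50%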;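 note: compound exposure lasted 72 h before the ATP readout; 100% = median luminescence of untreated cell-only wells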
#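 Test system: LL 47 human lung fibroblasts; Quantity: 1,150 cells/well; Buffer or medium: IMEM plus 15% FBS; Dosing: tenfold compound dosing solution, DMSO at 0.1%; Timing: overnight cell rest, 72 h compound treatment at 37 °C; Detection: ATP-based CellTiter-Glo luminescent readout; Read-out basis: viability percentage against median untreated-cell control; Controls: cell-only wells, no compound.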
# ERa coact inh = blocks coactivator binding to human estrogen receptor alpha | P03372 | 86,000 compounds, 1.7% hits | TR-FRET ER-alpha LBD / SRC-1 peptide, estradiol-bound | inhibition, % at 25.6 µM; in the data active = inhibition above about 50%;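 note: 0% = receptor plus peptide control and 100% = peptide only without receptor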
# CD11b adhes enh = enhancers of human CD11b/CD18 binding to fibrinogen | K562 CD11b/CD18 adhesion to fibrinogen, ATPlite luminescence | activation, % at 10 µM | P05107+P11215 | 93,000 compounds, 0.07% hits;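 active = 10 µM primary screen giving 50% or more activity, confirmed by 40% or more on retest at that dose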; note: strong numbers were not always called active
# Target sequence (P05107 whole entry, looked up, other chains not shown): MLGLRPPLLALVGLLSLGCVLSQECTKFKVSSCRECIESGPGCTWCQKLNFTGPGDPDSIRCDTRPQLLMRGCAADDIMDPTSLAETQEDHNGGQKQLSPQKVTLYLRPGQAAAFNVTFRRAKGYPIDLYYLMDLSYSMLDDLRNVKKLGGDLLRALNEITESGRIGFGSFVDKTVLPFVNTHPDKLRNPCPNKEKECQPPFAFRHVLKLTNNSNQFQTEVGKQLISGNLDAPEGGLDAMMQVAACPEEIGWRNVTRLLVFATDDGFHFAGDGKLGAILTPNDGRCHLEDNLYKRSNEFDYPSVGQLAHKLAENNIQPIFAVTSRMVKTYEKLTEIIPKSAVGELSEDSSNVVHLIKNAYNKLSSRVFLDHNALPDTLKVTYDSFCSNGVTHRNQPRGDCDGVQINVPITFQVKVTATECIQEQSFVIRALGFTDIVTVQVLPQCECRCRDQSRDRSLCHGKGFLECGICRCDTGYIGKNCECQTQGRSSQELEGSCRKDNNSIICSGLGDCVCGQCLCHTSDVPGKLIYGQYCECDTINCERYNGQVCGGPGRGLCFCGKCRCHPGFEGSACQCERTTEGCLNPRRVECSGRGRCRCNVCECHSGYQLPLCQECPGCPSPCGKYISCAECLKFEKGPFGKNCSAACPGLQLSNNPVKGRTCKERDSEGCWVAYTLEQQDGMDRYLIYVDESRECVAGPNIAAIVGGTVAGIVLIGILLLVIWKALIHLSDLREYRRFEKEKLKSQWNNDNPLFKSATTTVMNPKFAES
# MT1-MMP txn act = MT1-MMP promoter transcription activation | 86,000 compounds, 0.16% hits | activation factor at 10 µM | HT1080 MT1-MMP promoter luciferase reporter, luminescence, overnight; hits give high values;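 active = activation factor of at least 2 for MT1-MMP transcription at 10 µM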
# ERb SRC1 inh = ER-beta (human) coactivator binding inhibition; Q92731; inhibition, % at 25.6 µM; 86,000 compounds, 1.3% hits; AID 633; TR-FRET ER-beta LBD / SRC1-Cy5 peptide binding; receptor agonist-loaded with 1 µM estradiol;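 active = compounds whose percent inhibition of the receptor-coactivator binding signal exceeds about 50% in the single-dose screen, limit read from the data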;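 note: 0% = receptor plus peptide wells without compound and 100% = peptide-only wells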
# Smad3 inh = Smad3 (human) transcription factor binding inhibition; TR-FRET Smad3/Dy647-FoxH1 peptide binding, europium anti-His; P84022; AID 630; 88,000 compounds, 0.29% hits; inhibition, % at 25 µM;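 active = compounds that reduce the energy-transfer binding signal between the protein and its labelled peptide by more than half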;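 note: 0% = Smad3 plus labelled peptide maximal FRET and 100% = peptide-only background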
# ERa SRC1 pot = enhances coactivator binding to human estrogen receptor alpha; TR-FRET ERalpha-LBD/SRC-Cy5 coactivator binding, 2 h; 100 = basal binding, no effect; coactivator binding (% of control), % at 25.6 µM; 86,000 compounds, 1.3% hits; AID 639; in the data active = activity above about 200%;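 note: binding measured in presence of low estradiol as agonist stimulus; 0% = peptide alone without receptor and 100% = receptor with peptide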
# Numbers without * were called inactive; · = no result given; [ ] = dose if it differs, or a comment. Not all compounds are listed; count on the stated rates, not on these rows.
SMILES,H69AR inhibit,HUVEC prolif 384,Fibroblast inh,ERa coact inh,CD11b adhes enh,MT1-MMP txn act,ERb SRC1 inh,Smad3 inh,ERa SRC1 pot
O=C(CSc1nnc(-c2cccc(S(=O)(=O)N3CCCCC3)c2)o1)NCCC1=CCCCC1,61,80,108,17,-4,1.1,4,3,109
C=CCn1c(SCC(=O)NCc2ccco2)nc2sc(C)c(C)c2c1=O,94,94,105,-22,·,1.3,-16,1,98
O=C(COC(=O)CCCNC(=O)c1ccc(Cl)cc1)NC1CC1,81,101,96,1,-5,1.3,-4,5,134
COc1ccccc1C(=O)Nn1cnc2ccccc2c1=O,98,104,110,-2,·,1.4,-3,0,106
O=C1CC(c2c[nH]c3ccccc23)C(=O)N1c1ccccc1 (centres undefined),105,95,97,-9,·,1.3,4,10,118
CC(C)(C)C1CCC(=NNS(=O)(=O)c2ccc(Br)cc2)CC1 (centres undefined),104,105,99,-10,·,1.1,-3[fluorescence artefact?],3,113[fluorescence artefact?]
Cc1ccccc1OCC(=O)Nc1ccc2c(c1)COC2=O,103,98,107,5,3,1,2,3,112
CCN(C(=O)CSc1nnnn1-c1cc(C)ccc1OC)C1CCS(=O)(=O)C1 (centres undefined),76,93,95,-7,4,1.2,2[fluorescence artefact?],-7,101
CCOC(=O)c1ccc(N2C(=O)CC(N(Cc3ccc4c(c3)OCO4)C(=O)Nc3ccccc3)C2=O)cc1 (centres undefined),85,84,95,8[fluorescence artefact?],0,1.1,5[fluorescence artefact?],9,102
COc1ccc(O)c(C(=O)c2cnc3onc(C)c3c2)c1,87,97,102,11,-6,1.4,-6[fluorescence artefact?],11,101
O=C1C2C3C=CC([C@@H]2C(=O)N1Cc1cccnc1)C31CC1 (some centres undefined),100,103,104,-10,·,1.1,-11,-4,98
CC(CCc1ccco1)NC(=O)c1cc2c(-c3ccccc3F)nn(C)c2s1 (centres undefined),85,88,94,0,6,1,1[fluorescence artefact?],-3,122
CCOC(=O)c1c(N)sc(C(O)(C(F)(F)F)C(F)(F)F)c1-c1ccccc1,61,84,79,-2,2,0.9,-2,10,41
CC1(C)CC(CC(=O)O)(c2ccc(F)cc2)CCO1 (centres undefined),97,108,93,4[fluorescence artefact?],-12,·,0[fluorescence artefact?],-13,110
Cn1c(=O)c2c(nc(NCc3cccnc3)n2Cc2cccc(C(F)(F)F)c2)n(C)c1=O,79,64,90,-8,-1,0.9,-12,7,114
CCCC(=O)NCc1nc2ccccc2n1C,95,90,100,7,-2,1.1,4,-2,109
COc1cc(C2C3C(=O)N(c4ccccc4)C(=O)C3ON2c2ccccc2)ccc1O (centres undefined),84,92,96,-2,-1,1.1,-6,3,108
CCC(=O)N1c2ccccc2NC2=C(C(=O)CCC2)C1c1cccnc1 (centres undefined),99,98,103,3,0,1,11,6[fluorescence artefact?],118
O=S(=O)(NCCc1ccccc1)c1ccccc1,103,100,98,-12,·,1.2,-6[fluorescence artefact?],-5,245*[fluorescence artefact?]
O=C(Nc1c(F)cc(F)cc1Br)C1CCCO1 (centres undefined),·,92,100,-4,-4,1.2,-7,-3,117
O=C(NCCc1c[nH]c2ccccc12)c1ccc(-n2cnnn2)cc1,65,93,103,10,·,1.1,9,2,110
Cc1ccc(CN2CCN(/N=C/c3ccco3)CC2)c(C)c1,106,104,102,-10,·,1.1,-15,8,88
COC(=O)C1=C(C)N=C2SC(C)C(=O)N2C1c1cccs1 (centres undefined),93,97,95,-8,3,1.1,-4,-2,115
O=C(c1cc2ncc(Br)cn2n1)N1CCN(C(=O)c2ccco2)CC1,·,106,103,61*,4,1,52*,3,46[fluorescence artefact?]
O=C(CN1C(=O)COc2ccccc21)N1CCCc2ccccc21,98,101,98,-7,-1,1.2,-3,-1,92
CCOC(=O)C1CN(S(=O)(=O)c2ccccc2)CCN1S(=O)(=O)c1ccccc1 (centres undefined),63,98,99,-5,-6,1,-6,-15,106
COC(=O)c1c(C)nn(-c2ccccc2)c1N,92,95,97,-2,·,1.1,-3[fluorescence artefact?],-2,127
O=C(COc1ccc2ccccc2c1)NCCn1ccc2ccccc21,106,90,101,5,4,·,7,-1,107[fluorescence artefact?]
COc1ccc(-c2[nH]nc3c2C(c2ccncc2)C(C#N)=C(N)O3)cc1 (centres undefined),99,107,107,-2,7,0.9,-2,6,121[fluorescence artefact?]
Oc1ccc2ccccc2c1C1Nc2cccc3cccc(c23)N1,110,84,93,4,3,1.1,-1,3,88[fluorescence artefact?]
Cc1nccn1S(=O)(=O)c1ccc(Br)cc1Br,94,126,106,-10,-1,1,2,2,99
CC1=C(C(=O)OCC2CCCO2)C(c2ccc(C)o2)C2=C(CC(c3ccc(F)cc3)CC2=O)N1 (centres undefined),68,92,93,-11,6,1.2,-12,-4,105
CSc1nc(NC(C)(C)C)nc(N2CCOCC2)n1,84,82,91,-1,·,1.1,-1,-5,110
Cn1c(N2CCCCC2)cc(=O)n(C)c1=O,93,100,104,-13,-4,1.1,96*[fluorescence artefact?],-2,104
COc1ccc(-c2nn(C)c(=O)c3ccccc23)cc1NC(=O)Cn1nc(C)c2ccccc2c1=O,3.3*,84,87,63*,75,1.1,50*[fluorescence artefact?],-8,287*[fluorescence artefact?]
O=C(COC(=O)CCNS(=O)(=O)c1ccc2c(c1)OCCO2)NC1CCCc2ccccc21 (centres undefined),93,101,110,0,-4,1.1,3,2[fluorescence artefact?],100
O=C(COC(=O)c1ccccn1)Nc1cccc(Cl)c1Cl,89,99,98,-24,2,0.9,-8[fluorescence artefact?],13,116
CCOc1cc(S(=O)(=O)NCc2cccs2)ccc1Cl,100,99,99,-5,-1,1.2,3,7,84
c1ccc(CCn2nnnc2CN2CCCc3ccccc32)cc1,79,93,91,-8,-4,1.2,-13,12,119
CCOC(=O)COc1ccc(S(=O)(=O)N2CCN(C(=O)OCC)CC2)cc1,98,91,102,21,-5,1,18[fluorescence artefact?],-20,102
CCOc1ccc2[nH]c(=O)c(CN(Cc3nnnn3Cc3ccco3)C3CCCCC3)cc2c1,54,76,81,34[fluorescence artefact?],10,1,24[fluorescence artefact?],-4,76[fluorescence artefact?]
COc1ccc(CCNC(=O)c2cc3c(=O)n4cccc(C)c4nc3n(Cc3ccncc3)c2=N)cc1,74,95,89,4,-2,1.1,1,2,150
CCOC(=O)Nc1ccc2c(c1)N(C(=O)CCN1CCOCC1)c1ccccc1S2=O (centres undefined),1.9*,73,74,-8,4,1,-13[fluorescence artefact?],9,124
Nc1nc(NC(=O)c2ccco2)nn1-c1ccccc1,98,94,94,-1,-1,1.5,7,0,110
COc1cc(C2NC(=O)C(C#N)=C(S)N2c2ccc(C)cc2)ccc1OC(C)C (centres undefined),91,103,89,6,0,0.8,-4[fluorescence artefact?],5,114
CN(C1CCCCC1)S(=O)(=O)c1ccc(NC(=O)c2ccc(Br)o2)cc1,61,83,98,9[fluorescence artefact?],-7,1.1,-2[fluorescence artefact?],11,111[fluorescence artefact?]
Cc1ccc(NC(=O)Nc2cccs2)nc1,91,113,107,-5,-4,1.5,-9,-16,109
NC(=O)Cc1cn(-c2ncc(C(F)(F)F)cc2Cl)c2ccccc12,95,80,96,-8,-4,1.4,-3,-4,105
Cc1cc(C)nc(N2C(=O)CC(C(=O)O)NC2=NCCc2c[nH]c3ccccc23)n1 (centres undefined),88,110,105,-19,-1,1.1,-21[fluorescence artefact?],13,113
CCOC(=O)C1=C(C)NC(SCC(N)=O)=C(C#N)C1c1cccs1 (centres undefined),99,95,90,-2,·,0.9,-11,-1,102
Fc1ccc(Nc2nc(N3CCOCC3)c3ccccc3n2)cc1,35*,65,91,2,6,0.9,-3,5,100
COc1nc(Oc2ccc(=O)n(C)n2)nc(N(C)C)n1,99,88,90,-3,1,1,2,7,106
Brc1ccc(-c2nnc(-c3ccco3)o2)cc1,94,89,100,5,-3,1.4,12,0,85
CC(C)(C)C1CCc2onc(C(=O)NCc3ccc(F)cc3)c2C1 (centres undefined),99,118,76,-6,-3,1.1,-2,2,122[fluorescence artefact?]
COC(=O)c1ccccc1NC(=O)C1CC(=O)N(c2ccc(C)c(C)c2)C1 (centres undefined),32*,95,102,0,-3,1.2,-11,-2,106
CCOC(=O)C1CCCN(C(=O)Cn2nc(CC)n3c(cc4sccc43)c2=O)C1 (centres undefined),71,118,98,-3,-1,1.2,25[fluorescence artefact?],-16[fluorescence artefact?],98

# Among those listed so far, 7 contain two or more sulfur atoms:
SMILES,H69AR inhibit,HUVEC prolif 384,Fibroblast inh,ERa coact inh,CD11b adhes enh,MT1-MMP txn act,ERb SRC1 inh,Smad3 inh,ERa SRC1 pot
O=C(CSc1nnc(-c2cccc(S(=O)(=O)N3CCCCC3)c2)o1)NCCC1=CCCCC1,61,80,108,17,-4,1.1,4,3,109
C=CCn1c(SCC(=O)NCc2ccco2)nc2sc(C)c(C)c2c1=O,94,94,105,-22,·,1.3,-16,1,98
CCN(C(=O)CSc1nnnn1-c1cc(C)ccc1OC)C1CCS(=O)(=O)C1 (centres undefined),76,93,95,-7,4,1.2,2[fluorescence artefact?],-7,101
COC(=O)C1=C(C)N=C2SC(C)C(=O)N2C1c1cccs1 (centres undefined),93,97,95,-8,3,1.1,-4,-2,115
CCOC(=O)C1CN(S(=O)(=O)c2ccccc2)CCN1S(=O)(=O)c1ccccc1 (centres undefined),63,98,99,-5,-6,1,-6,-15,106
CCOc1cc(S(=O)(=O)NCc2cccs2)ccc1Cl,100,99,99,-5,-1,1.2,3,7,84
CCOC(=O)C1=C(C)NC(SCC(N)=O)=C(C#N)C1c1cccs1 (centres undefined),99,95,90,-2,·,0.9,-11,-1,102
